Assay outcomes as filed in PubChem BioAssay.
D1 PAM: enhances dopamine response at the human D1 receptor; HEK293 TREx D1 cells, calcium flux, dopamine EC20 potentiation; potentiation, % at 10 µM; 360,000 tested, 0.036% active; in the data active = potentiation above about 30%; note: 0% is about no effect
RXFP1 agonist: agonists of human relaxin receptor RXFP1 | Q9HBX9 | HEK293T-RXFP1 cAMP TR-FRET, 30 min; response scale: percent of porcine relaxin response, buffer zero | Potency, µM (series often up to 57.5 µM), for the others: at the highest dose activation, actives largely listed as activators | 370,000 tested, 0.3% active | AID 2676; note: potency is the fitted concentration of half-maximal effect; % is set by controls: 0 for no effect and ±100 for the full control effect; nearly all actives have a fitted effect of over 60% in size; many of its hits are not listed in these tables
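Agonist response is measured as cAMP accumulation in an RXFP1-transfected HEK293T line under PDE4 inhibition. Values are scaled between buffer-only and 29 nM porcine relaxin, and EC50s come from standard Hill equation fits.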
TRHR PAM: allosteric enhancers of human TRH receptor | P34981 | TRHR cells, fluo-8 calcium fluorescence, EC20 TRH enhancement | enhancement, % at 2 µM | 360,000 tested, 0.66% active; in the data active = enhancement above about 30%; note: 0% is about no effect
Target sequence (P34981 whole entry, looked up): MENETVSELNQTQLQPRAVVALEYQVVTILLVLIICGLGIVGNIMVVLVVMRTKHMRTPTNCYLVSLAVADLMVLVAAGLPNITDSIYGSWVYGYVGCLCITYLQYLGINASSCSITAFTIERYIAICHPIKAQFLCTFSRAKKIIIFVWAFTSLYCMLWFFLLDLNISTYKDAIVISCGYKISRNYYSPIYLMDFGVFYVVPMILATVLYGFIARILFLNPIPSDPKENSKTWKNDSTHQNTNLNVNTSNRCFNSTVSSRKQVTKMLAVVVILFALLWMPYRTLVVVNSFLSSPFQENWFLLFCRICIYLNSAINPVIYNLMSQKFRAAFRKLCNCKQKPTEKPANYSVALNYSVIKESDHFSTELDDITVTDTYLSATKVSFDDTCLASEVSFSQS
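TRHR-expressing cells loaded with fluo-8 calcium dye were read kinetically (ex 480/em 530) during compound addition, then stimulated with an EC20 of TRH (10 nM final). Enhancement of the Gq-mediated intracellular calcium response was scored.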
D1 antagonist: human D1 dopamine receptor antagonism | 360,000 tested, 3.2% active | AID 504652 | activity change, negative = inhibition, % at 10 µM | HEK293 TREx D1 cells, calcium flux, dopamine EC80; stronger effect = lower value; in the data active = activity change below about -30%; note: % is set by controls: 0 for no effect and ±100 for the full control effect
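Antagonism measured as reduced calcium response to an EC80 dopamine addition following 180 s compound pre-read; cells were inducible HEK293 Trex D1 plated overnight at 30 C, read kinetically at 1 cycle/sec.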
D1 ag: agonists of human D1 dopamine receptor; P21728; HEK293 T-REx D1 cells, calcium flux, agonist mode; activation, % at 2 µM; 360,000 tested, 1% active; in the data active = activation above about 30%; note: 0% is about no effect
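Agonism was scored from calcium flux recorded over 180 s (1 read/s) after pintool compound addition, following a 10-cycle baseline. Cells were inducible force-coupled HEK293 TREx D1, plated overnight at 30 C and loaded with no-wash calcium dye.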
D2 potentiator: D2 dopamine receptor (human) potentiation; P14416; HEK293 T-REx D2, calcium flux, EC20 dopamine potentiation; potentiation, % at 10 µM; 340,000 tested, 0.34% active; AID 485347;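 active = potentiation over 3 SD above the plate norm, cut at about 30% in these data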; note: 0% is about no effect
Target sequence (P14416 whole entry, looked up): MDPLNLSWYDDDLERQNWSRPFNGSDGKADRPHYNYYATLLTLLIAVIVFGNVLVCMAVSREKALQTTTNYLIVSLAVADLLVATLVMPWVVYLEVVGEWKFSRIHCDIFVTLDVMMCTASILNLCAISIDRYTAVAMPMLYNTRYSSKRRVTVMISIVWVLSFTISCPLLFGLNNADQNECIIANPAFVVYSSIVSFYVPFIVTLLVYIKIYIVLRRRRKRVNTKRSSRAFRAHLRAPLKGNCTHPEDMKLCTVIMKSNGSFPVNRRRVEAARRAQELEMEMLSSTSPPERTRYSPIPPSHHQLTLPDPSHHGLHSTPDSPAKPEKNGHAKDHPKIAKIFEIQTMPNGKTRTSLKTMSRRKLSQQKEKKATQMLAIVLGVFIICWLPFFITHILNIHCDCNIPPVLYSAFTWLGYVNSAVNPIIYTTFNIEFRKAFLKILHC
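Potentiation of an EC20 dopamine calcium response is measured in a force-coupled, tetracycline-inducible Hek293 Trex D2 line. Compound-only kinetic reads over 180 s flag agonists before dopamine addition.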
TRHR agonist: TRH receptor (human) agonism. P34981. TRHR cells, calcium flux fluo-8, FDSS agonist mode. activation, % at 2 µM. 360,000 tested, 0.18% active. AID 493084; in the data active = activation above about 30%; note: 0% is about no effect
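Agonist-mode FDSS calcium read (Ex 480/Em 530, 1 s cycles) in 1536-well TRHR cells with fluo-8 dye, after 10-cycle baseline and 23 nL compound addition; TRH at EC20 (10 nM final) added afterwards for the enhancer phase.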
RXFP1 antag: antagonists of human relaxin receptor RXFP1. activity change, negative = inhibition, % at 57.5 µM. AID 1259400. Q9HBX9. 350,000 tested, 0.59% active. HEK293-RXFP1, relaxin-stimulated cAMP HTRF, 30 min; stronger effect = lower value;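 active = activity change of -60% or lower, but not beyond a set lower limit; inconclusive = change between -60% and -40%, or beyond the set limit; inactive = change above -40%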; note: % is set by controls: 0 for no effect and ±100 for the full control effect
Anesthetic bind: binds horse apoferritin like a general anesthetic; apoferritin/1-aminoanthracene competitive binding, fluorescence; P02791; 350,000 tested, 0.074% active; Potency, µM (highest dose often 77.5 µM), without a hit: at the top dose activity change, negative = displacement, most hits filed as inhibitors; note: potency is the fitted concentration of half-maximal effect; % is set by controls: 0 for no effect and ±100 for the full control effect; nearly all actives have a fitted effect of over 20% in size
Target sequence (P02791 2-175 limits assumed): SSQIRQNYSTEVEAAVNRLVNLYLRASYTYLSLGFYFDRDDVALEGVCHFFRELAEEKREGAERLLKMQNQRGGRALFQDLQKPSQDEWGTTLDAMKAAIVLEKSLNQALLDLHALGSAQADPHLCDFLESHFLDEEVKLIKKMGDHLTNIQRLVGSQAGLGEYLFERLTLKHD
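Read-out: endpoint 1-AMA fluorescence, excitation 380 nm and emission 535 nm, after compounds sit 10 min at room temperature with 10 uM horse-spleen apoferritin in 50% saturated 1-AMA/PBS. Values come from four-parameter Hill fits.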
* = called active by the depositor; ? = inconclusive; . = not tested or not shown; & = joins results of further samples; [ ] = dose if it differs, or a comment. Unless noted, calls come from the whole dose curve; as a rule, active = well fitted curve in the direction sought with a large enough effect; inconclusive = small, poorly fitted or top-dose-only effect, or another doubt; inactive = no such curve, though single readings can be large; an effect the other way counts as inactive or inconclusive.

SMILES | D1 PAM | RXFP1 agonist | TRHR PAM | D1 antagonist | D1 ag | D2 potentiator | TRHR agonist | RXFP1 antag | Anesthetic bind
O=C(N/N=C/c1ccc2c(c1)OCO2)C(O)c1ccccc1 (stereo not drawn) | 0 | -2.0% | 4 | -13 | 2 | 2 | -0.7 | 3 | -2%
CC(C)c1ccc(C(=O)Nc2nnc(S(=O)(=O)N3CCOCC3)s2)cc1 | 5 | 5.8% | 6 | 3 | 4 | -5 | 0.4 | -24 | -4%
COc1ccc(OCCCC(=O)N(C)CC(=O)Nc2c(C)cccc2C)cc1 | -3 | 0.1% | 6 | -4 | 4 | 17 | 0.1 | 0 | .
O=C(COc1ccc2ccccc2c1)NC1CC(=O)N(c2cccc(F)c2)C1 (stereo not drawn) | -1 | 3.5% | -3 | . | 21 | 9 | 0.3 | -34 | -6%
Cc1ccc2c(c1)N=C(c1ccc(Cl)cc1)CO2 | 6 | -0.3% | -6 | 3 | 0 | 3 | 0.5 | 2 | -11%
O=C(NCc1cccnc1)c1ccc(Cl)cc1[N+](=O)[O-] | 1 | -0.3% | 2 | 16 | 4 | 5 | 0.0 | -3 | -13%
O=C(C1CCOCC1)N1CCCC(N2CCN(c3cccc(C(F)(F)F)c3)CC2)C1 (stereo not drawn) | -1 | 4.1% | 2 | -19 | 2 | -3 | 0.0 | -2 | -5%
O=c1[nH]c(=O)n([C@H]2C[C@H](O)[C@@H](CO)O2)cc1F | 1 | 1.6% | 11 | 7 | 2 | 3 | -0.5 | 10 | 4%&0%&5%
COc1cc(C(=O)OCC(=O)NC(N)=O)cc(CN2C(=O)c3ccccc3C2=O)c1OC | 3 | 5.4% | -3 | -13 | 1 | 12 | -0.3 | 9 | 9%
CCN1CCN(S(=O)(=O)c2cc(C(=O)O)ccc2Cl)CC1 | -5 | 3.2% | 5 | -12 | 9 | 3 | -0.6 | 1 | -1%
CC1=C(C(=O)Nc2ccccc2)C(c2ccc(C)o2)n2c(s/c(=C\c3ccco3)c2=O)=N1 (stereo not drawn) | -5 | -0.1% | 4 | 6 | 4 | 9 | 0.5 | -8 | -5%
COc1ccc(CCNc2oc(COc3ccc(F)cc3)nc2C#N)cc1 | -5 | 0.0% | -6 | 1 | 3 | -24 | 0.6 | -16 | -6%
Cc1ccc(N(CC(=O)N2CCCCCC2)S(=O)(=O)c2ccccc2)cc1 | -5 | -1.2% | -3 | -17 | 0 | . | 0.0 | 13 | -7%
COc1ccc(S(=O)(=O)N2CCC(N3CCN(c4ccccc4OC)CC3)CC2)cc1 | -1 | 1.3% | -4 | -18 | 0 | -20 | -0.6 | -16 | -2%
Cc1nnc(N2C(=O)C(O)=C(C(=O)c3ccco3)C2c2cccc([N+](=O)[O-])c2)s1 (stereo not drawn) | -5 | 2.0% | -3 | -11 | 3 | -1 | 2.5 | -3 | -7%
Cc1cc(=O)n(Cc2ccccc2)c2c(C)cccc12 | 2 | -0.8% | 6 | 5 | 3 | -2 | 0.3 | 8 | 3%
O=C(NC1CCN(Cc2ccccc2)CC1)C1CCN(S(=O)(=O)c2cccc([N+](=O)[O-])c2)CC1 | 2 | -0.3% | 14 | -5 | 1 | -12 | 0.2 | 7 | 6%
COc1cc(/C=C/C(=O)OCC(=O)NCc2ccco2)ccc1OC(F)F | -9 | 3.1% | -3 | -7 | -1 | 6 | -1.8 | -1 | 2%
COC(=O)CN(c1ccc(OCc2ccccc2)cc1)S(C)(=O)=O | -7 | 1.5% | -4 | . | 1 | 5 | -0.6 | 7 | -12%
CC1CCc2onc(C(=O)N3CCN(c4ccc(Cl)cc4)CC3)c2C1 (stereo not drawn) | -4 | -3.4% | 7 | -2 | 5 | -9 | -0.8 | -6 | -5%
O=C(CN1C(=O)COc2ccccc21)N(Cc1ccc2c(c1)OCO2)CC1CCCO1 (stereo not drawn) | -7 | 1.6% | -4 | 1 | 2 | 8 | -0.8 | 15 | -9%
CC(=O)c1c(C)cc(C)c(CSc2nc(C)cc(=O)[nH]2)c1C | -3 | -2.3% | 4 | -11 | 7 | -2 | -0.3 | -8 | -4%
CCn1c(SCC(=O)OC)nc2sc3c(c2c1=O)CCC3 | 7 | -1.4% | 3 | -4 | -1 | -2 | -0.4 | 12 | -14%
COc1ccc(NC(=O)C2CC(=O)OC2(C)C)cc1 (stereo not drawn) | 6 | 0.6% | -3 | -4 | 2 | -3 | 0.2 | 13 | -5%
COc1ccc(N(C)C(=O)c2ccc3c(Cl)c4c(nc3c2)CCCC4)c(OC)c1 | 1 | 1.5% | -2 | 10 | 8 | 9 | -0.1 | -96* | -24%
CCOC(=O)C1CCN(C(=O)c2cn(CCOC)c(=O)c3c2c2ccccc2n3C)CC1 | 5 | 2.5% | -3 | -10 | 2 | -2 | 1.2 | 2 | -8%
COc1cc(NC(=O)N2CCSc3ccccc32)cc(OC)c1OC | -3 | 2.5% | 3 | 2 | -2 | -3 | 0.1 | -3 | -13%
O=[N+]([O-])C(/C=C(\Cl)[N+](=O)[O-])=C(N1CCCCC1)N1CCCCC1 | 2 | 1.4% | -10 | -8 | -2 | -2 | -0.1 | 4 | -5%
COc1ccc2oc(=O)c(C(=O)NCc3ccccn3)cc2c1 | 1 | 3.8% | 0 | -1 | 1 | -1 | 0.1 | -2 | 480%[activator]
CCCCn1c(N)c(N(CCOC)C(=O)CCCc2nc3ccccc3s2)c(=O)[nH]c1=O | 4 | -0.1% | -2 | -13 | 1 | -5 | -0.4 | -3 | .
O=C(OCc1nnc(-c2ccc([N+](=O)[O-])cc2)o1)c1ccc(F)c(S(=O)(=O)N2CCOCC2)c1 | -1 | 2.4% | -5 | 7 | 6 | 4 | 0.0 | -17 | .
O=C1C=C(c2ccc(-c3ccccc3)c(F)c2)C[C@@H](c2ccc3c(c2)OCO3)C1 | -6 | 1.4% | 12 | . | 2 | . | 0.5 | . | .
CC(C)Cn1c(/C=C/c2ccccc2)nc2ccccc21 | -3 | 4.0% | -1 | 8 | 6 | -2 | -0.7 | -66* | -3%
Cc1ccc(-n2c(-c3ccc(Br)cc3)c[n+]3c2CCc2ccc4cccnc4c2-3)cc1 | 1 | 1.8% | -2 | 8 | 2 | 2 | -0.3 | -23 | ?
Cc1cc(OCc2ccc(C(=O)n3cccn3)o2)ccc1Cl | -9 | -0.1% | 12 | -3 | 7 | 7 | -0.6 | -4 | -12%
CCN(CC)S(=O)(=O)c1cccc(NC(=O)COC(=O)c2n[nH]c(=O)c3ccccc23)c1 | -5 | 2.5% | -1 | -32* | 4 | 1 | -0.4 | -25 | ?
O=C(O)CNc1ccc(S(=O)(=O)C(F)(F)F)cc1[N+](=O)[O-] | 1 | -0.4% | 5 | 8 | 4 | 11 | 0.2 | -7 | -7%
O=C(c1ccc(-n2cncn2)c([N+](=O)[O-])c1)N1CCN(c2cccc(Cl)c2)CC1 | -3 | 1.0% | 7 | -19 | 1 | -4 | -2.2 | 1 | ?
O=C1COc2ccc(S(=O)(=O)Nc3ccc4c(c3)OCO4)cc2N1 | 1 | -0.1% | 0 | -32* | 6 | -1 | 0.4 | 12 | -12%
N#Cc1ccccc1NC(=O)c1ccc2c(Cl)c3c(nc2c1)CCCC3 | -1 | 1.0% | -6 | -3 | 2 | 0 | -0.2 | . | -13%
CCOc1ccc(C(CC(=O)O)NC(=O)COc2ccccc2)cc1OC (stereo not drawn) | 3 | 0.2% | 7 | 2 | 4 | 8 | 0.5 | 13 | -4%
Clc1cccc(Cl)c1-c1nnc2cccc(Cl)n12 | -7 | 0.6% | 8 | 2 | 4 | 4 | -0.6 | -9 | -2%
CCNC(=O)NC(=O)CSc1ccc2ccccc2c1 | -5 | 2.7% | 2 | 0 | 0 | 9 | -0.4 | -2 | -17%
COc1ccc(CCNC(=O)Cn2c(=O)c3cccn3c3cccnc32)c(OC)c1OC | 3 | 26% | 2 | 25 | 5 | 5 | -0.8 | 13 | -3%
COCCN(C(=S)Nc1ccc(C)c(C)c1)C(C)c1ccco1 (stereo not drawn) | -1 | 2.8% | -5 | -18 | 1 | . | -0.1 | -2 | ?
CCC(C)(C)N1CC(=O)N(Cc2ccccc2)C(c2ccc(OC)cc2)C1=O (stereo not drawn) | 5 | 0.4% | 0 | 1 | 1 | 1 | -0.2 | -5 | -18%
CC(NC(=O)CCCc1nnc2n(C)c(=O)c3sccc3n12)c1ccccc1 (stereo not drawn) | -3 | ? | -8 | 1 | 4 | -8 | 1.1 | 2 | -11%
O=C(CN1CCCCCC1)N1c2ccccc2C=Cc2ccccc21 | -3 | 1.8% | 7 | 5 | 0 | 9 | -1.1 | 4 | -13%

Profiles from above:
Listed for COc1ccc(CCNC(=O)Cn2c(=O)c3cccn3c3cccnc32)c(OC)c1OC : D1 PAM: 3; RXFP1 agonist: 26%; TRHR PAM: 2; D1 antagonist: 25; D1 ag: 5; D2 potentiator: 5; TRHR agonist: -0.8; RXFP1 antag: 13; Anesthetic bind: -3%
Listed for COCCN(C(=S)Nc1ccc(C)c(C)c1)C(C)c1ccco1 (stereo not drawn) : D1 PAM: -1; RXFP1 agonist: 2.8%; TRHR PAM: -5; D1 antagonist: -18; D1 ag: 1; D2 potentiator: .; TRHR agonist: -0.1; RXFP1 antag: -2; Anesthetic bind: ?

The list continues:
SMILES | D1 PAM | RXFP1 agonist | TRHR PAM | D1 antagonist | D1 ag | D2 potentiator | TRHR agonist | RXFP1 antag | Anesthetic bind
COc1ccc(C2CCCN2C(=S)Nc2cccc(Cl)c2C)cc1OC (stereo not drawn) | -2 | 2.0% | -4 | -6 | 11 | 4 | -0.3 | ? | -19%
CCCC(=O)Nc1nc(C(=O)OCC)cs1 | -3 | -0.5% | 6 | -1 | 0 | 6 | 0.6 | -8 | -8%
C=CCOc1ccc(/C=N/NC(=O)CN2CCOCC2)cc1OCC | -5 | -0.2% | 6 | 2 | 1 | -7 | -0.2 | -3 | -5%
CCC(=O)c1ccc(OCC(=O)Nc2ccccc2N2CCCCC2)cc1 | 11 | 0.2% | 3 | 0 | 3 | 1 | 0.8 | -5 | -3%

Only part of the results is shown; count on the stated rates, not on these rows.
